# Screening data deposited in PubChem BioAssay by The Scripps Research Institute Molecular Screening Center.
# phage Ecoli inh: E. coli growth loss with phage present. growth absorbance. inhibition, % at 11.9 µM. 0.26% of 360,000 active. AID 651602; in the data active means inhibition above about 11%
# * marks the source's active call; other numbers are inactive results. The list is partial; count on the stated rates, not on these rows.
SMILES,phage Ecoli inh
COC(=O)c1ccc(Cn2c(C)c(C(=O)NCc3cccs3)sc2=O)o1,2.3
COC(=O)[C@@]1(Sc2ccc(OC)cc2)CC(=O)N[C@@H]1c1ccccc1,-0.2
COC(=O)N1Cc2ccnnc2CC1c1ccccc1-c1ccccc1 (stereo unspecified),1.9
C[C@@H](NC(=O)[C@@H]1CCCN1C(=O)[C@@H]1CCCN1C(=O)c1ccc(Cl)cc1)c1ccccc1,-0.6
CCc1nc2ccc(C(=O)Nc3ccc(OC)c(OC)c3)cn2c1N(C)CCC(C)C,-1.6
Brc1ccc2nc(-c3ccco3)c(CC3CCCCC3)n2c1,3.7
Cc1noc(C)c1-c1ccc(C(=O)NCc2cccs2)c2occc12,3.1
COc1cccc(C(O)c2ncc(-c3ccccc3Cl)[nH]2)c1 (stereo unspecified),6.4
Fc1cccc(Cc2c(-c3ccco3)nc3c(Cl)cc(C(F)(F)F)cn23)c1,-0.7
O=C(Nc1ccc(Cl)cc1)C1Cc2c(-c3cccc(F)c3)ccnc2O1 (stereo unspecified),3.6

# The closing 2 compounds of the section before lead into the next:
SMILES,phage Ecoli inh
Fc1cccc(Cc2c(-c3ccco3)nc3c(Cl)cc(C(F)(F)F)cn23)c1,-0.7
O=C(Nc1ccc(Cl)cc1)C1Cc2c(-c3cccc(F)c3)ccnc2O1 (stereo unspecified),3.6
CC(=O)Nc1cc(-c2cccc(F)c2)cn2c(-c3ccccc3)cnc12,-0.1
CCCCCNC(=O)C(c1ccc(-c2ccccc2)cc1)n1c(=O)c(-c2ccccc2)nc2ccccc21 (stereo unspecified),3.3
Nc1nc2c(ncn2[C@@H]2O[C@H](C(=O)N[C@H](Cc3ccccc3)C(=O)NCc3ccccc3)[C@@H](O)[C@H]2O)c(=O)[nH]1,0.8
CN1C2C=CC(=O)C1C1C(=O)N(c3ccccc3)C(=O)C12 (stereo unspecified),0.8
CCCn1c(C)c(CC(=O)Nc2ccc(N(C)c3ccccn3)cc2)c2ccccc21,2.8
Cc1ccc(S(=O)(=O)NC(=O)C2(C)CCN2C(=O)c2ccccc2)cc1 (stereo unspecified),0.7
CC(C)(C)N1C(=O)c2ccccc2NC(=O)C1C(=O)NCCOc1ccccc1 (stereo unspecified),2.9
CC(=O)Nc1ccc(-c2ccnc3c2CC(C(=O)Nc2cccc(OC(F)(F)F)c2)O3)cc1 (stereo unspecified),2.1
Cc1ccc(S(=O)(=O)Nc2ccc3c(c2)C(=O)c2ccccc2-3)cc1,6.0
O=C(CC1CC1)N[C@@H]1CC[C@@H](CCNS(=O)(=O)c2ccc(F)cc2)O[C@@H]1CO,-0.4

# Of the compounds above, these contain a furan ring, fused or not:
SMILES,phage Ecoli inh
COC(=O)c1ccc(Cn2c(C)c(C(=O)NCc3cccs3)sc2=O)o1,2.3
Brc1ccc2nc(-c3ccco3)c(CC3CCCCC3)n2c1,3.7
Cc1noc(C)c1-c1ccc(C(=O)NCc2cccs2)c2occc12,3.1
Fc1cccc(Cc2c(-c3ccco3)nc3c(Cl)cc(C(F)(F)F)cn23)c1,-0.7

# Continuation:
SMILES,phage Ecoli inh
C[C@@H]1O[C@H](C2CCCC2)Cc2[nH]c(=S)[nH]c(=O)c21,0.7
CNc1cncc(-c2cnn(CC(C)C)c2)n1,2.8
COC(=O)[C@@]12C[C@@H](CC(=O)NCc3cccc(C(F)(F)F)c3)C(=O)N(Cc3ccc4c(c3)OCO4)C1=CCC(C)(C)C2,4.2
CCNC(=O)C1(C)CCN(C(=O)c2cc(F)cc(F)c2)C1 (stereo unspecified),1.0
CC(=O)c1cccc(Nc2ccc(Br)cc2)c1,2.5
O=C(NC1CCCC1)C1c2ccccc2OCC(=O)N1Cc1ccccn1 (stereo unspecified),0.9
COc1cccc(CNC(=O)[C@H]2CCCN2C(=O)[C@H]2CCCN2C(=O)c2ccc(F)cc2)c1,1.8
O=C(Nc1c(-c2ccccc2)[nH][nH]c1=O)c1ccco1,4.7
O=C1NC[C@H](Cc2ccccc2)N(C[C@@H]2CCCN2C[C@H](Cc2ccccc2)N2C[C@H](Cc3ccccc3)N(CCc3ccccc3)C(=O)C2=O)C1=O,2.8
Cc1cccnc1C(NC(=O)C1CCN(Cc2ccccc2)CC1)c1ccc(F)cc1 (stereo unspecified),0.8
CC(=O)CC1N(S(=O)(=O)c2ccc(C)cc2)c2ccccc2N1S(=O)(=O)c1ccc(C)cc1,0.6
COC(=O)C[C@H]1C=C[C@H](NC(=O)c2ccc(F)cc2)[C@@H](CO)O1,0.0
Cn1c(=O)c2c(-c3ccccc3)n(-c3ccc(N)cc3)cc2n(C)c1=O,0.6
COc1ccc(C(C)(C)C)cc1N1C(=O)[C@@H]2CSCCS(=O)(=O)N2C1=O,-0.1
COCc1cc(N2CCN(C(=O)OC(C)(C)C)C[C@H]2C)ccc1Br,0.8
COc1ccc(OCCN2CCC(C(=O)NC(c3ccc(Cl)cc3)c3cccnc3)CC2)cc1 (stereo unspecified),2.5
CCc1nc2c(OCc3cccc(OC)c3)cccn2c1N(C)C(=O)C(C)C,0.5
O=C(NCc1ccccc1)C1C(=O)Nc2ccccc2C(=O)N1Cc1ccccc1 (stereo unspecified),1.6
COc1ccc(C(C(=O)NC(C)(C)C)n2c(-c3ccc(-c4ccccc4)cc3)nc3ccccc32)cc1 (stereo unspecified),1.6
Cc1cc(C)cc(CC(=O)N2CCC2(C)C(=O)NS(=O)(=O)c2ccc(Cl)s2)c1 (stereo unspecified),2.8
CN(C)CCCNc1nc2cc(-c3cnn(C)c3)sc2c(=O)n1C,3.6
Cc1ccc(C(O)c2ncc(-c3ccccc3Cl)[nH]2)cc1F (stereo unspecified),0.9
CC1(C(=O)NCc2cccs2)CCN1C(=O)Cc1ccc(Cl)cc1Cl (stereo unspecified),0.9
Cc1ccc2nc(-c3ccc(F)cc3)c(Cc3ccccc3C(F)(F)F)n2c1,2.8
COC(=O)[C@@]1(Sc2ccc(C)cc2)CC(=O)N(c2cccc(SC)c2)[C@@H]1c1ccccc1,1.2
OCCCNc1ncnc2c1ncn2[C@H]1CN(Cc2cccs2)C[C@@H](CO)O1,2.7
Cc1cc(Br)cn2c(Cc3cccc(F)c3)c(-c3cccc(Br)c3)nc12,1.0
CCOC(=O)Cc1ccc(Nc2nc(NC)nc3ccsc23)cc1,1.6
CO[C@@H]1CN(C)C(=O)c2ccc(NC(=O)C3CCCC3)cc2OC[C@@H](C)N(Cc2ccc(F)cc2)C[C@H]1C,2.1
CCCCN(C=O)c1c(CC)nc2ccc(C(=O)NCCc3c[nH]c4ccccc34)cn12,2.5
Cc1cc(=O)c2c(ccc3c(=O)cc(C)[nH]c32)[nH]1,4.2
COc1ccc(NC(=O)c2cc(-c3cc(C)cc(F)c3)n[nH]2)cc1OC,-0.5
C[C@H](NC(=O)C[C@@H]1C=C[C@@H](NC(=O)CN2CCOCC2)[C@@H](CO)O1)c1ccccc1,0.8
COc1cc2c(c(OC)c1OC)C1(CCCCC1)CC2NS(=O)(=O)C(C)C (stereo unspecified),3.8
CCOC(=O)[C@@H](NC(=O)/C=C/[C@H]1O[C@@H](n2ccc(=O)[nH]c2=O)[C@H](O)[C@@H]1O)C(C)C,3.2
Cc1nccn1-c1ccc(NC(=O)[C@H]2O[C@@H](n3ccc(N)nc3=O)[C@H](O)[C@@H]2O)cc1,2.3
CCCC(=O)N1CCCC1(C)C(=O)Nc1ccc(C)c(C)c1 (stereo unspecified),0.4
NC(=O)c1ccc(Nc2nc(C(N)c3ccccc3Cl)cs2)cc1 (stereo unspecified),-1.1
CCCCc1c(-c2ccccc2OC)ncn1CCc1cccc(F)c1,-0.1
Cn1c(NCC2CCCCC2)nc2cc(-c3ccsc3)sc2c1=O,-0.2
CCc1nc2ccc(C(=O)N(C)Cc3ccco3)cn2c1N(CC)Cc1cccc(Br)c1,-0.2
C=Cc1ccc(CC2(C)C(=O)Nc3ccc(Cl)cc32)cc1 (stereo unspecified),2.2
COc1ccc(Cl)cc1CNC[C@H]1O[C@@H](n2cnc3c(=O)[nH]c(N)nc32)[C@H](O)[C@@H]1O,1.5
CCCS(=O)(=O)NC(=O)C1(C)CCN(C(=O)c2ccc(F)c(C)c2)C1 (stereo unspecified),0.8
C=Cc1ccc(CC2(C)C(=O)Nc3ccc(-c4cccnc4)cc32)cc1 (stereo unspecified),-0.5
COCCNc1nc2cc(-c3ccc(F)cc3)sc2c(=O)n1C,2.5
CCc1nc2c(OCC3COc4ccccc4O3)cccn2c1N(C)C(=O)c1cccc(OC)c1 (stereo unspecified),1.9
Cc1cc(C(=O)N2CCC(C)(C(=O)NS(=O)(=O)C3CC3)C2)n(C(C)(C)C)n1 (stereo unspecified),4.6
O=c1[nH][nH]c2c1[C@H](CCc1cccc(Cl)c1)O[C@H](CCc1ccccc1)C2,1.8
Nc1ccn([C@@H]2O[C@H](C(=O)N3CCN(CCO)CC3)[C@@H](O)[C@H]2O)c(=O)n1,1.7

# Continuation.
SMILES,phage Ecoli inh
CC(CC(=O)Nc1ccc2c(c1)c(=O)n(C)n2Cc1cccc(C(F)(F)F)c1)C(F)(F)F (stereo unspecified),2.6
CC1(C(=O)Nc2ccccc2)CCN1C(=O)Cc1ccc(-c2ccccc2)cc1 (stereo unspecified),1.4
CCCCc1c(-c2ccccc2OC)ncn1Cc1ccc(OC)cc1,1.2
CCCc1ccc2ccc3ccccc3c2n1,1.7
CCCC(=O)N1CCCC1(C)C(=O)NCc1ccc(SC)cc1 (stereo unspecified),3.3
O=C(NCc1ccccc1)c1cc(C2CCCCN2C(=O)c2ccccc2)on1 (stereo unspecified),2.3
O=C1NC[C@@H](CCCCN2CCN(CCc3ccc(O)cc3)C(=O)C2=O)N(CC2CCCCC2)C1=O,0.7
COC(=O)c1ccc2nc(-c3ccc(C#N)cc3)c(Cc3cccc(F)c3)n2c1,1.5
CCCC(=O)N1CCCC(c2cc(C(=O)NCc3cccnc3)no2)C1 (stereo unspecified),-0.8
C[C@@H]1CN([C@@H](C)CO)C(=O)c2cc(Br)cnc2O[C@@H]1CN(C)Cc1ccccn1,2.0
CC(=O)NC(c1ccc(F)c(F)c1)c1nc(-c2cccc(C(C)C)c2)cs1 (stereo unspecified),3.0
Clc1ccc(-c2nc3ccc(Br)cn3c2Cc2ccsc2)cc1,1.7
CCOC(=O)C1(C)CCCN1C(=O)c1snnc1C (stereo unspecified),1.6
CN(C)CCNC(=O)c1cccc(-c2cnc3c(NC=O)cc(-c4ccccc4F)cn23)c1,-0.2
C[C@@H]1CN([C@H](C)CO)C(=O)c2cc(Br)cnc2O[C@H]1CN(C)Cc1ccccc1F,2.5
Cc1ccc(F)cc1C(=O)N1CCCCC1c1cc(C(=O)Nc2ccc(F)c(Cl)c2)no1 (stereo unspecified),3.9
Cc1ccc(C2CC(c3ccccc3)=NN2c2ccc(S(N)(=O)=O)cc2)cc1 (stereo unspecified),3.6
CC(=O)Nc1ccc(-c2ccnc3c2CC(C(=O)NCc2ccc(N4CCN(C)CC4)cc2)O3)cc1 (stereo unspecified),-1.7
CCOC(=O)C1(C)CCN1C(=O)c1ccc(N(C)C)cc1 (stereo unspecified),4.2
CCC(=O)N1CCC1(C)C(=O)Nc1cccc(Oc2ccccc2)c1 (stereo unspecified),0.8
COc1cccc(Cn2c(C(C)n3c(-c4cnccn4)nc4ccccc43)nc3ccccc32)c1 (stereo unspecified),1.3
Cc1csc(-c2nc3ccccc3n2C(C(=O)NC(C)(C)C)c2cc3ccccc3o2)c1 (stereo unspecified),-0.8
COc1ccc(C2=Nc3ccccc3N(C(=O)c3ccc(C(F)(F)F)cc3)C2C(=O)Nc2c(C)cccc2C)cc1 (stereo unspecified),2.3
COC1=CC(=O)c2nc(Cl)ccc2C1=O,0.8
CCCCNC(=O)C1C(c2ccc(OC)cc2)=Nc2ccccc2N1C(=O)c1ccc2ncccc2c1 (stereo unspecified),-1.3
O=S1(=O)CC(N2CCC(c3ccccc3)CC2)CN1C1CCCCC1 (stereo unspecified),3.6
CC(C)c1cc(Cn2c3ccccc3c(=O)n2C(C)Cn2cc(CCCC#N)nn2)on1 (stereo unspecified),1.7
O=C(NCc1ccccc1)C1C(c2ccc3c(c2)OCO3)=Nc2ccccc2N1C(=O)c1cccc2ccccc12 (stereo unspecified),2.2
CC(C)C[C@H](NC(=O)CC[C@H]1O[C@@H](n2ccc(=O)[nH]c2=O)[C@H](O)[C@@H]1O)C(=O)O,4.3
CN(C)c1ccccc1-c1cc(NC=O)c2ncc(-c3cccc(C(F)(F)F)c3)n2c1,1.4
O=C(C(=O)N1CCN(c2ccccc2)CC1)c1ccco1,1.3
Cc1ccc(S(=O)(=O)NC(=O)C2(C)CCN2C(=O)Cc2ccc(Cl)cc2Cl)cc1 (stereo unspecified),-0.6
CCCCNC(=O)C1(C)CCCCCN1Cc1cc2ccccc2o1 (stereo unspecified),1.7
CC(C)N1CCC1(C)C(=O)Nc1nc2ccccc2[nH]1 (stereo unspecified),2.2
CCNC(=O)C1(C)CCCN(CCOc2ccc(OC)cc2)C1 (stereo unspecified),0.8
CC(C)C[C@H]1CN([C@@H](Cc2ccccc2)CN2CCC[C@@H]2CN2C(=O)C(=O)NC[C@@H]2Cc2ccccc2)C(=O)C(=O)N1CCc1ccccc1,2.5
Cc1cc(C)n2c(Nc3c(C)cccc3C)c(-c3ccccn3)nc2n1,-0.6
Cn1c(NCCc2ccncc2)nc2cc(-c3ccsc3)sc2c1=O,2.3
Cc1ccc(S(=O)(=O)N2[C@H](CC(=O)c3ccc(F)cc3)OC[C@@H]2C(C)C)cc1,-3.0

# Fetched by compound from the entries so far, 3 records:
SMILES,phage Ecoli inh
O=C(C(=O)N1CCN(c2ccccc2)CC1)c1ccco1,1.3
CCCCNC(=O)C1(C)CCCCCN1Cc1cc2ccccc2o1 (stereo unspecified),1.7
Cc1ccc(S(=O)(=O)N2[C@H](CC(=O)c3ccc(F)cc3)OC[C@@H]2C(C)C)cc1,-3.0
